# Compound activity from PubChem BioAssay.
# TEAD-YAP block – TEAD-YAP interaction inhibition | HEK-TIYL cells, TEAD-Gal4/YAP UAS-luciferase luminescence | inhibition, % at 9.12 µM | AID 1259422 | actives 1.4% (n = 640,000); in the data active means inhibition above about 32%;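 further: 0% = median of test compound wells and 100% = reference inhibitor wells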
# FBW7 activator – activators of human E3 ligase FBW7 | Q969H0 | AlphaScreen FBW7–phospho-cyclin E peptide binding, activator screen | normalized activity (activation), % at 26.1 µM | actives 0.13% (n = 650,000) | AID 1259310; in the data active means normalized activity above about 1.9%;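 further: purified mutant Fbw7 with reduced substrate affinity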
# GPR151 activ – human GPR151 activation. Q8TDV0. PathHunter beta-arrestin GPR151 cells, luminescence. activation, % at 11.2 µM. actives 1% (n = 650,000); in the data active means activation above about 4.9%;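 further: 0% = median of compound wells and 100% = cells with positive control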
# Target sequence (Q8TDV0 whole entry, looked up): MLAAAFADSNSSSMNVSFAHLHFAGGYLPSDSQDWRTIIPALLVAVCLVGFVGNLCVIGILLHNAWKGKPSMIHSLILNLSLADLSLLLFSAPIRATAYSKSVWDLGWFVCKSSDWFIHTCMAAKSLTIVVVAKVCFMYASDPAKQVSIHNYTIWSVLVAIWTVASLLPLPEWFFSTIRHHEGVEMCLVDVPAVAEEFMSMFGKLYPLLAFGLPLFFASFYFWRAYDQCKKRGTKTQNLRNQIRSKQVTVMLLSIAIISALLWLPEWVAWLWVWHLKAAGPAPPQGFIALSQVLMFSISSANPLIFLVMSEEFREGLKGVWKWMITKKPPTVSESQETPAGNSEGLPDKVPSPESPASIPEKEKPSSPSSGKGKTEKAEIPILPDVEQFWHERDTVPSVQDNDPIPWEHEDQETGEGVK
# MITF inh – human MITF inhibition, primary screen; O75030; AlphaScreen MITF homodimerization, bead proximity signal; inhibition, % at 2.6 µM; actives 0.91% (n = 650,000); AID 1259374; in the data active means inhibition above about 50%;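 further: 0% = vehicle wells with protein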
# Target sequence (O75030 whole entry, looked up): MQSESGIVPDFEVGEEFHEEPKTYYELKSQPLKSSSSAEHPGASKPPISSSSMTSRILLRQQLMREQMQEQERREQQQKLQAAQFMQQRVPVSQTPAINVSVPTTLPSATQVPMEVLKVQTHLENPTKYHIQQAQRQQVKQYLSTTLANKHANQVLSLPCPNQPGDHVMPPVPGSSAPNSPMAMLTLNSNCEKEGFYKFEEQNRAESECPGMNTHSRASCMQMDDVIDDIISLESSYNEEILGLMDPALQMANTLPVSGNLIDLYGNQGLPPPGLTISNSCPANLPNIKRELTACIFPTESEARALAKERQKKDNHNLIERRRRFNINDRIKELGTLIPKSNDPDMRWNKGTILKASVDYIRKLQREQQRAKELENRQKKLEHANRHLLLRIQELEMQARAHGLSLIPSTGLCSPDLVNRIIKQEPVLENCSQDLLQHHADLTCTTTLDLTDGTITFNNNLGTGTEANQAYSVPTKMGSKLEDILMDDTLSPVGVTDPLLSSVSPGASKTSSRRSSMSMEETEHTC
# * = called active by the depositor. An unsorted share of the library, and some 3.5% of all compounds hit somewhere here.
SMILES,TEAD-YAP block,FBW7 activator,GPR151 activ,MITF inh
CC(C)CCNCC(=O)Nc1ccccc1N1CCCCC1,-3.0,0.3,1.2,57.8*
COc1ccc(CCNC(=O)CCCn2c(SCC(=O)c3ccc(Cl)c(Cl)c3)nc3cc4c(cc3c2=O)OCO4)cc1OC,-0.3,0.1,-0.4,0.8
Cn1nccc1Nc1nc(NC2CCN(Cc3ccccc3)CC2)c2ncn(Cc3ccc(C(F)(F)F)cc3)c2n1,11.2,0.5,-0.7,-1.8
COc1ccc(-c2nc3c(NCc4cccnc4)ncnc3n2C(C)C)cn1,-9.8,0.0,-0.3,-0.7
COc1ccc(-n2c(-c3cccc([N+](=O)[O-])c3)cn3c4c(=O)n(C)c(=O)n(C)c4nc23)cc1,-9.2,0.0,0.3,-1.6
COC(=O)C1=C(C)NC2=C(C(=O)CC(C)(C)C2)C1c1cccc(OCc2ccccc2)c1 (stereo not drawn),8.2,-0.1,-1.9,-5.3
COc1ccc(N2CCN(S(=O)(=O)c3ccc4ccccc4c3)CC2)c([N+](=O)[O-])c1,6.9,0.2,-2.7,29.8
COc1cc(Cl)c(C)cc1NC(=O)Cn1c(CO)nc2ccccc21,2.6,0.0,0.3,0.3
C/C(=N/NC(=O)c1ccc([N+](=O)[O-])cc1)c1ccc(O)cc1O,84.0*,-1.0,-1.4,-7.1
CCOC(=O)CN1C(=O)C(=O)/C(=C(\O)c2ccc(Cl)cc2)C1c1ccc(Br)cc1 (stereo not drawn),2.3,0.3,0.6,17.0
Nc1c(C(=O)Nc2ccc(F)cc2)sc2nc3c(c(-c4cccs4)c12)CCCC3,-3.2,0.0,1.1,-6.3
COc1ccc(CCS(=O)(=O)NCCCN2CCOC(c3ccccc3)C2)cc1 (stereo not drawn),9.6,0.4,-0.4,11.2
CC1CN(CCOCCSc2ccc(Cl)cc2)CC(C)O1 (stereo not drawn),-2.4,-0.4,-0.4,28.0
O=C(N1CCC(Nc2nc(C(F)(F)F)cc(=O)[nH]2)CC1)C1(c2ccccc2)CC1,10.2,-0.1,0.9,-16.8
c1cnc2ccc(Nc3nc(NC4CC4)c4[nH]cnc4n3)cc2c1,-9.3,0.1,-0.3,5.8
Cc1ccc(/C=C2\SC(=S)N(CCCC(=O)N3CCOCC3)C2=O)cc1,6.5,0.2,-1.2,13.6
CC12CCCCC1C2C(=O)N/N=C\c1cc2c(cc1Br)OCO2 (stereo not drawn),7.7,0.1,-0.6,15.4
CCOC(=O)c1c(NC(=O)Cn2nnc(-c3ccccc3)n2)sc2c1CCCC2,7.1,-0.1,-1.1,-1.5
COC(=O)c1cc2occc2n1Cc1nc(-c2ccc(OC)c(OC)c2)oc1C,-0.1,0.5,0.9,14.8
CC1=C(C(=O)Nc2cccc(C)c2)C(c2cc(Br)ccc2O)NC(=O)N1 (stereo not drawn),1.9,0.6,-0.6,15.6
COc1ccc(NC(=O)c2cc(Cl)nc3ccccc23)cc1,1.3,0.1,0.8,4.0
COc1ccc(CCC(=O)N2c3ccccc3CC2C)cc1 (stereo not drawn),-11.6,0.0,-0.5,12.3
CN(C(=O)CSc1nnc(Cc2ccccc2F)n1N)C1CCCCC1,-0.4,0.0,0.0,-0.6
COCCNc1nc(CN2CCCCC2c2nccs2)nc2ccc(Cl)cc12 (stereo not drawn),8.0,-0.8,-0.4,-17.0
O=C(NCCCN1CCOCC1)/C(=C/c1cccnc1)NC(=O)c1ccccc1,-10.3,0.2,-0.2,4.0
# Other results
SMILES,TEAD-YAP block,FBW7 activator,GPR151 activ,MITF inh
O=C(COC(=O)CC1CCCCC1)Nc1ccc2c(c1)OCCO2,-0.5,-0.1,-1.9,4.5
Oc1ccccc1C1N(Cc2ccccc2)CCN1Cc1ccccc1,0.4,0.0,1.5,-10.6
CC(C)n1cnc2c(Nc3ccccc3)nc(N3CCC(N4CCOCC4)CC3)nc21,9.5,-0.2,0.6,-1.1
CC(=O)N1CCN(C(=O)C23CC4CC(C)(CC(C)(C4)C2)C3)CC1,10.0,-0.8,0.1,3.9
CCn1c(C(=O)O)c(CC(=O)Nc2nc3ccccc3s2)c2ccccc21,-13.3,-0.1,-1.4,1.1
O=[N+]([O-])c1ccc(O)c(CN2CCN(C/C=C/c3ccccc3)CC2)c1,8.3,0.0,-0.6,-10.7
Cc1ccc(C2=NN3C(C2)c2ccccc2OC3c2ccc(O)cc2)cc1 (stereo not drawn),-60.3,0.1,-2.0,-6.1
CCCOc1ccc(C2C(C(=O)OC3CCCCC3)=C(C)NC3=C2C(=O)CC(c2ccc(OC)cc2)C3)cc1 (stereo not drawn),1.5,0.1,2.5,8.1
Cn1cccc1C(=O)N1CCN(CCOc2ccc(F)cc2)CC1C(=O)N1CCOCC1 (stereo not drawn),-8.4,0.3,-1.3,13.5
Cc1cc(C)c(S(=O)(=O)N(C)c2ccccc2)c(C)c1,5.2,0.0,-0.3,-6.7
Cn1cc(NC(=O)N2CCN(C(=O)c3ccco3)CC2)c2ccccc21,6.4,-0.1,0.6,5.6
CCC(C)C(=O)NCc1nnc2n1CCN(Cc1cc(C)ccc1C)CC2 (stereo not drawn),4.8,0.1,-1.6,11.6
Cc1ccc(NC(=O)c2cc3cc(Br)cc(Br)c3oc2=N)cc1,1.8,0.1,-0.8,14.6
COC(=O)C1=C(N)N(c2ccc(S(N)(=O)=O)cc2)C2=C(C(=O)CCC2)C1c1ccc(OC)cc1 (stereo not drawn),0.4,0.0,1.1,9.1
CCOc1ccccc1NC(=O)CSc1ccc2nnc(-c3cccs3)n2n1,-7.4,0.0,0.1,-14.4
c1cc2n(c1)C(N1CCOCC1)c1cccn1C2N1CCOCC1 (stereo not drawn),-3.9,0.0,1.6,-3.0
CC(C)(C)CC(C)(C)c1ccc(OCC(=O)Nc2ncn[nH]2)cc1,1.1,-0.3,0.9,-4.8
c1ccc2c(OCCN3CCCCC3)cccc2c1,-1.0,-0.1,0.1,-1.3
COC(=O)c1c(C)oc2cc(C)c(NS(=O)(=O)c3cccc4cccnc34)cc12,6.3,-0.1,1.5,2.8
CSc1ccc2nc(N3CCN(C(=O)Nc4ccccc4F)CC3)sc2c1,-33.9,0.0,-1.7,3.2
O=C(Nc1ccccc1)c1ccc2c(c1)C(=O)N(c1ccc([N+](=O)[O-])cc1)C2=O,-5.3,0.1,-0.1,-10.4
CCCc1cc(N2CCN(c3ccccn3)CC2)n2cnnc2n1,13.3,0.0,-0.5,9.2
Cc1ccc(N2CC(C(=O)Nc3ccccc3F)CC2=O)cc1C (stereo not drawn),0.0,0.3,-0.7,3.2
O=C(NCCc1ccc(O)cc1)c1csc(Nc2ccc(C(F)(F)F)cc2)n1,4.1,-0.1,-1.0,-0.8
CCOc1ccc(-c2nn3c(-c4ccc(F)cc4)nnc3s2)cc1,4.7,0.3,-0.2,2.5
# Next section.
SMILES,TEAD-YAP block,FBW7 activator,GPR151 activ,MITF inh
CCOC(=O)N1c2ccc(F)cc2CCC1C (stereo not drawn),6.7,-0.1,0.8,9.6
COc1cc(C(c2c[nH]c3ccccc23)c2c[nH]c3ccccc23)cc(OC)c1OC,-18.1,-0.1,0.5,4.3
O=C1NC(c2cccc(OCc3ccccc3)c2)Nc2c1sc(=S)n2-c1ccccc1 (stereo not drawn),5.7,-0.1,-0.5,10.0
Cn1c(C(=O)N2CCN(Cc3ccc4c(c3)OCO4)CC2)cc2c(=O)[nH]c3ccccc3c21,5.3,1.1,0.1,6.4
Cc1nc(C)n(-c2ccc(Nc3nccc(-c4cc(N5CCOCC5)cc(C(F)(F)F)c4)n3)cc2F)n1,-19.8,0.4,0.5,8.4
CCOC(=O)c1c(NC(=O)c2ccc(Cl)cc2)sc(C(=O)Nc2ccccc2OC)c1C,-8.6,-0.2,0.2,4.0
CC(=O)N/N=C/c1cc(C)n(-c2cc(Cl)cc(Cl)c2)c1C,2.4,-0.1,-0.5,-4.6
COC(=O)[C@@H](NC1CCN(c2ccc(C(=O)NC3CCCC3)cc2)CC1)c1ccccc1,-6.8,-0.2,-1.1,-0.8
O=C(CSc1nnnn1-c1ccccc1)Nc1ccc2nc(SCc3ccccc3)sc2c1,15.8,-0.1,1.5,-4.5
COc1ccc(CCNc2nc(Nc3cccc(N(C)C)c3)nc3c2ncn3CCN2CCCC2=O)cc1,3.9,0.2,-2.1,12.5
Cc1cc(C)nc(NS(=O)(=O)c2ccc(Nc3ncnc(N)c3[N+](=O)[O-])cc2)n1,-3.2,0.0,1.6,-1.2
COc1ccccc1NC(=O)C1=C(C)NC(SCC(=O)Nc2cccc(C)c2C)=C(C#N)C1c1ccco1 (stereo not drawn),32.2*,-0.2,-0.3,56.1*
CCC(c1nnnn1CCOC)N1CCN(c2ccccc2)CC1 (stereo not drawn),-10.1,0.1,0.5,5.7
O=C(Cn1cc2c(n1)CCCC2)N1CCCCC1,-7.7,-0.1,0.2,3.6
Cc1ccc(C(=O)COc2ccc(C=O)cc2)cc1C,-63.4,0.0,-3.8,4.9
O=C1N[C@H](Cc2ccc(O)cc2)C(=O)N2CCN(Cc3cccc4cccnc34)C[C@H]12,3.7,-0.3,-0.8,-3.0
COCCNC(=O)c1cc(C(=O)OC)cc([N+](=O)[O-])c1,1.4,-0.1,-1.3,0.8
Cc1cc2oc(C(=O)NC3CCS(=O)(=O)C3)c(C)c2cc1C (stereo not drawn),0.1,0.1,0.0,12.6
Cc1cc2c(n1Cc1ccccc1)C(=O)c1ccc(Br)cc1-2,0.3,0.4,1.4,9.0
CCc1ccccc1NC(=S)N(CCCN1CCC(C)CC1)Cc1ccco1,-17.6,0.2,-0.9,7.7
COc1cc2c(cc1OC)C(COc1ccc(F)cc1)N(C(=O)c1ccccc1C)CC2 (stereo not drawn),-13.7,-0.1,0.8,-5.1
COc1cc(C=O)ccc1OC(=O)c1nsc(Cl)c1Cl,7.7,0.5,-0.3,-5.1
CC(C)Oc1ccc(C(=O)Nc2c3c(nn2-c2ccc(F)cc2)CSC3)cc1,-1.7,-0.1,1.0,-27.8
COc1ccc2nc3oc(C(=O)NCc4ccccc4OC)cc3cc2c1,-9.5,0.0,2.4,-10.3

# Entries shown so far with a CF3 group, in the order listed:
SMILES,TEAD-YAP block,FBW7 activator,GPR151 activ,MITF inh
Cn1nccc1Nc1nc(NC2CCN(Cc3ccccc3)CC2)c2ncn(Cc3ccc(C(F)(F)F)cc3)c2n1,11.2,0.5,-0.7,-1.8
O=C(N1CCC(Nc2nc(C(F)(F)F)cc(=O)[nH]2)CC1)C1(c2ccccc2)CC1,10.2,-0.1,0.9,-16.8
O=C(NCCc1ccc(O)cc1)c1csc(Nc2ccc(C(F)(F)F)cc2)n1,4.1,-0.1,-1.0,-0.8
Cc1nc(C)n(-c2ccc(Nc3nccc(-c4cc(N5CCOCC5)cc(C(F)(F)F)c4)n3)cc2F)n1,-19.8,0.4,0.5,8.4

# A different layout for four compounds above.
structure	TEAD-YAP block	FBW7 activator	GPR151 activ	MITF inh
CCOC(=O)N1c2ccc(F)cc2CCC1C (stereo not drawn)	6.7	-0.1	0.8	9.6
COc1cc(C(c2c[nH]c3ccccc23)c2c[nH]c3ccccc23)cc(OC)c1OC	-18.1	-0.1	0.5	4.3
O=C1NC(c2cccc(OCc3ccccc3)c2)Nc2c1sc(=S)n2-c1ccccc1 (stereo not drawn)	5.7	-0.1	-0.5	10.0
Cn1c(C(=O)N2CCN(Cc3ccc4c(c3)OCO4)CC2)cc2c(=O)[nH]c3ccccc3c21	5.3	1.1	0.1	6.4
